# Assay outcomes as filed in PubChem BioAssay.
# GPR55 LPI antagonism – inhibition of LPI-stimulated GPR55 beta-arrestin translocation – imaging, U2OS, beta-arrestin-GFP, LPI agonist, primary screen (AID 2013). U2OS GPR55 beta-arrestin-GFP translocation imaging, LPI antagonism; higher % means a stronger effect. inhibition, % at 10 µM, or IC50 in µM where a hit was titrated. 0.13% of 290,000 active;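 active means spots per cell inhibited over 60%, with over 100 cells counted and total cytoplasm intensity under 500,000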;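 further: U2OS cells stably carrying GPR55 and arrestin-GFP stimulated by 5 µM LPI near EC80; imaged beta-arrestin-GFP aggregate spots per cell after agonist stimulation; plate controls were LPI-stimulated DMSO wells for no effect and DMSO wells without LPI for full effect; some results filed as inactive read as strong as hits; confirmed hits need IC50 under 10 µM and bright autofluorescent wells are also inconclusive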
# KOR beta-arrestin-1 – KOR agonists, beta-arrestin recruitment, primary screen, cell-based, luminescence, uHTS (AID 1777). KOR beta-arrestin recruitment, luminescence; higher % means a stronger effect. activation, % at 10 µM; hits with a dose series show EC50 in µM. 0.02% of 280,000 active; in the data active means activation above about 50%, passing the limit was not always enough; further: a part of the inactive calls stands beside numbers as strong as those of hits
# NOD1 inhibition – inhibition of NOD1-driven NF-kB reporter – cell-based, luminescence, uHTS, primary screen (AID 1578) | NOD1-driven NF-kB luciferase reporter cells, luminescence; higher % means a stronger effect | one-dose inhibition, % at 4 µM; EC50 in µM for titrated hits | 1% of 290,000 active; in the data active means inhibition mostly above about 36%, no sharp cut-off; inactive means mostly below about 34%;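 further: HEK-293T reporter cells stimulated with the NOD1 agonist gamma-tri-DAP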
# KOR beta-arrestin-2 – KOR antagonists, beta-arrestin recruitment, cell-based, luminescence, uHTS (AID 1778); KOR beta-arrestin recruitment, luminescence, antagonist mode; higher % means a stronger effect; inhibition, % at 10 µM, or IC50 in µM where a hit was titrated; 0.091% of 290,000 active; further: strong numbers were not always called active
# NOD2 inhibition – NOD2 signaling inhibitors, cell-based, luminescence, uHTS, HEK293 (AID 1566); 0.63% of 290,000 active; HEK293 NOD2/NF-kB luciferase reporter, luminescence; higher % means a stronger effect; inhibition, % at 4 µM; hits with a dose series show EC50 in µM; further: many of its hits are not listed in these tables
# GPR55 activation – selective activators of receptor GPR55 – imaging, U2OS cells, beta-arrestin-GFP redistribution, primary screen (AID 1961) | U2OS GPR55 beta-arrestin-GFP redistribution imaging; higher % means a stronger effect | activation, % at 10 µM, or EC50 in µM where a hit was titrated | 0.048% of 290,000 active;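 active means activation above 40% with more than 50 cells counted in the well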;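 further: U2OS osteosarcoma cells stably expressing GPR55 and beta-arrestin-GFP; plate controls were DMSO negative control for no effect and LPI positive control for full effect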
# GPR35 arrestin U2OS – GPR35 antagonists blocking zaprinast-driven arrestin recruitment, primary screen, imaging, U2OS, beta-arrestin-GFP, zaprinast agonist (AID 2058). U2OS GPR35 beta-arrestin-GFP translocation imaging, zaprinast antagonism; higher % means a stronger effect. one-dose inhibition, % at 10 µM; IC50 in µM for titrated hits. 0.052% of 290,000 active;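 active means inhibition of at least 50% with at least 30 cells and total cytoplasm GFP at most 10,000,000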
# HIV fusion peptide – inhibitors of HIV fusion peptide binding, primary screen, biochemical, uHTS, fluorescence dequenching (AID 1986). 0.3% of 290,000 active. inhibition, % at 20 µM, or IC50 in µM where a hit was titrated. cell-free peptide binding, fluorescence dequenching, 30 min; higher % means a stronger effect; in the data active means inhibition mostly above about 52%, no sharp cut-off; inactive means mostly below about 76%; further: some results filed as inactive read as strong as hits
# Myeloid diff MLP – compounds promoting myeloid differentiation; ER-HoxA9 myeloid progenitors, lysozyme-GFP differentiation, flow cytometry; calls only at 10 µM; 1% of 360,000 active;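 active means normalized GFP-positive differentiation at or above the plate's own cutoff, the solvent-only control mean plus 3 SD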;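 further: cells exposed to compound for four days before flow analysis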
# Myeloid diff MLP GFP+ MAC1+ % – also measured in Myeloid diff MLP; calls as there; GFP+ MAC1+ double positive, %; measured here: differentiation confirmed by MAC1 staining
# Active calls of the source: *; i = inactive; . = no result given; + = active, no number; [ ] = another dose, or the depositor's remark. Unless noted, no stated cut-off is given here; in the data, active means inhibition above about 50%; inactive means the rest. This is a subset; rates above refer to the full screens.
SMILES,GPR55 LPI antagonism,KOR beta-arrestin-1,NOD1 inhibition,KOR beta-arrestin-2,NOD2 inhibition,GPR55 activation,GPR35 arrestin U2OS,HIV fusion peptide,Myeloid diff MLP,Myeloid diff MLP GFP+ MAC1+ %
CCNC(=S)N1CCc2cc(OC)c(OC)cc2C1COc1ccc(OC)cc1 (centres undefined),7%,-6.6%,-18%,-6%,2%,-0.2%,1%,-0.8%,i,0.9
COc1ccc(S(=O)(=O)N(C)CC(=O)NCc2ccccc2)cc1OC,0%,-5.0%,4%,-18%,7%,0.3%,-4%,-0.4%,i,0.6
C=CCN(CC(=O)NCC1CCCO1)C(=O)CCC(=O)Nc1cc(C)on1 (centres undefined),4%,-4.8%,0%,39%,-11%,-0.2%,-12%,-1.9%,i,0.4
O=C(N/N=C\c1ccc(CN(Cc2ccc(Cl)cc2)S(=O)(=O)c2ccccc2)o1)C(=O)Nc1ccc(F)cc1,6%,2.2%,-40%,30%,-22%,-0.2%,-11%,1.1%,i,0.5
S=C(Nc1cccnc1)N1CCc2ccccc21,9%,0.6%,-5%,-3%,12%,1.0%,-5%,1.0%,i,0.7
CN(C)c1ccc(CNc2ccc3c(c2)ncn3C)cc1,9%,3.1%,-6%,-42%,0%,0.0%,13%,-2.5%,.,.
COc1ccc([N+](=O)[O-])cc1N(CC(=O)Nc1ccccc1C(=O)N1CCOCC1)S(C)(=O)=O,9%,1.1%,-38%,-15%,-6%,-0.1%,-12%,1.1%,i,1.0
CCOc1ccc(NC(=O)CN(C)C(=O)CCc2ccccc2Cl)cc1OCC,2%,0.0%,-9%,6%,6%,-0.1%,-12%,0.0%,i,1.7
O/N=C1/C2C3CC4C5C3C1C5C1(OCCO1)C42 (centres undefined),-8%,6.4%,-21%,-47%,-11%,-0.2%,1%,1.0%,i,6.1
O=C(Nc1cccc(C(F)(F)F)c1)c1cccnc1NCCc1ccccc1,4%,7.5%,-16%,-24%,-32%,0.0%,-10%,-0.2%,i,0.2
COC(=O)c1ccccc1C(=O)N1CCOCCN(C(=O)c2ccccc2C(=O)OC)CCOCC1,19%,8.0%,-7%,5%,6%,-0.1%,3%,0.6%,i,0.0
COc1cc(CNCCC2CCOC(C)(C)C2)ccc1O (centres undefined),15%,-1.7%,12%,8%,19%,-0.2%,28%,0.3%,i,0.4
CCOC(=O)NN=C1CN(S(=O)(=O)c2ccc(C)cc2)C1,2%,1.7%,-47%,-38%,-11%,0.0%,0%,-0.7%,i,0.7
O=S(=O)(/N=C(/Nc1cccc2ccccc12)c1ccccc1)c1ccccc1,-3%,-0.6%,-16%,3%,-2%,0.1%,-8%,2.2%,i,0.5
CN(C)CCCN1C(=O)C(O)=C(C(=O)c2cc3ccccc3o2)C1c1ccccc1 (centres undefined),18%,2.6%,-15%,-2%,16%,0.3%,1%,2.0%,i,0.7
CCOc1c(Br)cc(C(=O)N2CCCN(C)CC2)cc1OC,14%,-3.6%,-9%,-8%,10%,0.0%,0%,1.1%,i,0.5
Cc1ccc(-n2ncc3c(=O)[nH]c(SCC(=O)N4CCCCC4)nc32)cc1,12%,-2.3%,-4%,-3%,-5%,-0.1%,-5%,4.8%,i,1.8
COc1ccc([N+](=O)[O-])cc1-c1nc2ccccc2nc1-c1ccccc1,0%,-4.6%,-7%,-11%[20 µM],6%,-0.3%,-14%,-0.9%,i,0.7
COC(=O)c1ccc(OC(=O)/C=C/c2ccco2)cc1,-7%,0.2%,-37%,-23%,10%,-0.3%,-6%,0.1%,i,3.1
Cc1ccc(S(=O)(=O)N(C)CC(=O)OCC(=O)NC(=O)Nc2ccc3c(c2)OCCO3)cc1,-7%,0.4%,-24%,.,4%,-0.2%,2%,-3.2%,i,0.5
COc1ccccc1NC(=O)CN1CCN(CC(=O)Nc2ccc(F)cc2F)CC1,6%,0.6%,-5%,12%,-8%,-0.1%,-7%,-0.1%,i,0.2
COC1=CCC2([N+](=O)[O-])CN(CCO)CC1([N+](=O)[O-])C2 (centres undefined),6%,-0.3%,42%,-18%,-4%,-0.2%,-14%,-3.1%,i,0.7
Cc1noc(C)c1C(=O)Nc1ccc(F)c(F)c1,9%,-8.5%,-11%,-4%,9%,-0.1%,3%,1.6%,i,0.5
O=C(CCCN1C(=O)/C(=C/c2cccc(Br)c2)SC1=S)Nc1cccnc1,14%,3.9%,16%,-26%,22%,0.0%,-15%,1.4%,i,0.2
COc1ccc([C@@H]2[C@H]3C(=O)N(c4cccc(C(F)(F)F)c4)C(=O)[C@H]3ON2C)cc1,-16%,-3.5%,1%,-5%,-8%,0.0%,-5%,-0.5%,i,5.9
O=C(Nc1nccs1)c1cc(S(=O)(=O)N2CCOCC2)c(Cl)cc1Cl,36%,-2.7%,-16%,28%,3%,-0.1%,6%,31%,i,7.3
O=C(Nc1cccc2ccccc12)/C(=C/c1ccc([N+](=O)[O-])cc1)NC(=O)c1ccccc1,22%,-1.0%,7%,-36%,16%,0.4%,-3%,-0.6%,i,0.3
O=C(CSc1nnc(-c2ccc(F)cc2)o1)N1CCCC1,-4%,4.2%,-53%,-21%,2%,0.5%,-17%,-0.5%,i,0.6
Cc1ccc(NC(=S)N2CCN(CCN3C(=O)c4cccc5cccc(c45)C3=O)CC2)cc1,16%,0.8%,8%,-3%,5%,-0.1%,-4%,-2.7%,i,2.8
COc1cccc(-n2c(SCC(=O)O)nnc2-c2cccnc2)c1,2%,11%,3%,23%,8%,-0.1%,-11%,0.6%,i,6.7
CC(=O)N1CCOc2ccc(S(=O)(=O)NCCc3cccc(C)c3)cc21,-2%,-1.6%,-9%,-43%,0%,-0.1%,-4%,1.3%,i,3.5
O=C(O)c1ccc2c(=O)n3c(nc2c1)/C(=C/c1cccc(O)c1)CC3,-6%,-0.3%,0%,17%,5%,-0.1%,-2%,1.1%,i,0.4
CC1(CCc2ccccc2)NC(=O)N(Cc2cc([N+](=O)[O-])cc3c2OCOC3)C1=O (centres undefined),0%,-8.5%,-38%,5%,-5%,-0.4%,0%,0.7%,i,0.0
COc1ccccc1OCC(=O)NCCCn1ccnc1,4%,3.9%,11%,-19%,1%,-0.3%,-6%,-1.7%,i,0.2
Cn1c(=O)c2ncn(CC(=O)N/N=C/c3ccco3)c2n(C)c1=O,-4%,.,-6%,.,5%,-0.2%,-1%,1.1%,i,0.7
O=C1CC(N(CCc2ccccc2)C(=S)Nc2ccccc2)C(=O)N1c1ccc(Br)cc1 (centres undefined),0%,-2.7%,-50%,-10%,-216%,0.1%,-13%,2.4%,i,0.9
CCc1ccccc1N/C(=N\S(=O)(=O)c1ccccc1)C(F)(F)F,5%,-3.1%,-3%,.,4%,0.6%,-1%,-0.9%,i,0.2
CCn1c(SCC(=O)OC(C)C)nnc1-c1ccccc1,11%,6.9%,-3%,2%,17%,0.3%,1%,-1.8%,i,0.2
O=C(O)CCc1ccc(-c2ccc(F)cc2)n1CC1CCCO1 (centres undefined),18%,5.0%,-15%,-16%,-3%,-0.3%,5%,1.4%,i,6.2
Cc1nc2c3c4c(sc3n3c(SCC(=O)NCc5ccco5)nnc3n2n1)COC(C)(C)C4,-4%,2.0%,-1%,-1%,-5%,0.1%,-13%,1.3%,i,0.2

# 5 structures from above, sorted by heavy-atom count, ascending:
SMILES,GPR55 LPI antagonism,KOR beta-arrestin-1,NOD1 inhibition,KOR beta-arrestin-2,NOD2 inhibition,GPR55 activation,GPR35 arrestin U2OS,HIV fusion peptide,Myeloid diff MLP,Myeloid diff MLP GFP+ MAC1+ %
O=C(O)CCc1ccc(-c2ccc(F)cc2)n1CC1CCCO1 (centres undefined),18%,5.0%,-15%,-16%,-3%,-0.3%,5%,1.4%,i,6.2
Cn1c(=O)c2ncn(CC(=O)N/N=C/c3ccco3)c2n(C)c1=O,-4%,.,-6%,.,5%,-0.2%,-1%,1.1%,i,0.7
Cc1ccc(-n2ncc3c(=O)[nH]c(SCC(=O)N4CCCCC4)nc32)cc1,12%,-2.3%,-4%,-3%,-5%,-0.1%,-5%,4.8%,i,1.8
CC1(CCc2ccccc2)NC(=O)N(Cc2cc([N+](=O)[O-])cc3c2OCOC3)C1=O (centres undefined),0%,-8.5%,-38%,5%,-5%,-0.4%,0%,0.7%,i,0.0
O=C(Nc1cccc2ccccc12)/C(=C/c1ccc([N+](=O)[O-])cc1)NC(=O)c1ccccc1,22%,-1.0%,7%,-36%,16%,0.4%,-3%,-0.6%,i,0.3

# Two records picked at random from those above:
SMILES,GPR55 LPI antagonism,KOR beta-arrestin-1,NOD1 inhibition,KOR beta-arrestin-2,NOD2 inhibition,GPR55 activation,GPR35 arrestin U2OS,HIV fusion peptide,Myeloid diff MLP,Myeloid diff MLP GFP+ MAC1+ %
O=C(Nc1cccc2ccccc12)/C(=C/c1ccc([N+](=O)[O-])cc1)NC(=O)c1ccccc1,22%,-1.0%,7%,-36%,16%,0.4%,-3%,-0.6%,i,0.3
Cc1nc2c3c4c(sc3n3c(SCC(=O)NCc5ccco5)nnc3n2n1)COC(C)(C)C4,-4%,2.0%,-1%,-1%,-5%,0.1%,-13%,1.3%,i,0.2

# Other entries.
SMILES,GPR55 LPI antagonism,KOR beta-arrestin-1,NOD1 inhibition,KOR beta-arrestin-2,NOD2 inhibition,GPR55 activation,GPR35 arrestin U2OS,HIV fusion peptide,Myeloid diff MLP,Myeloid diff MLP GFP+ MAC1+ %
CCOc1cc(/C=N\Nc2ncc(F)c(N3CCOCC3)n2)ccc1Oc1nc(Cl)ncc1F,7%,7.2%,20%,-14%,22%,-0.1%,7%,-0.5%,i,1.0
CC(C)c1nnc(SCC(=O)NC2CCCC2)n1C,-1%,8.3%,31%,-39%,-26%,-0.1%,3%,1.2%,i,2.6
O=C(CC(C(=O)O)c1ccc(Cl)cc1Cl)c1ccc(Cl)cc1 (centres undefined),1%,3.2%,-6%,-22%,9%,1.2%,9%,6.1%,i,0.9
CC1CCCCC1NC(=O)CSc1nc2ccccc2c(=O)n1Cc1ccco1 (centres undefined),2%,-0.9%,-68%,5%,3%,-0.2%,-8%,-2.6%,+,8.0*
CCOC(=O)C(=Cc1ccc(-c2ccsc2C(=O)OC)o1)C(=O)OCC,-3%,-0.8%,45%,-2%,-94%,.,1%,2.2%,i,0.9
O=C(CCN1C(=O)COc2ccccc21)NCc1ccco1,-1%,7.3%,-1%,-49%,-2%,-0.4%,-4%,0.9%,i,6.0
COc1cccc(NC(=O)C(=S)NC2CCCCC2)c1,5%,-0.1%,-43%,16%,-248%,-0.2%,-10%,-1.3%,i,0.3
O=C(NCc1ccc2c(c1)OCO2)C1COc2ccccc2O1 (centres undefined),-19%,-4.1%,-35%,1%,-12%,-0.3%,-1%,1.5%,i,0.8
O=C(c1ccc(=O)[nH]c1)N1CCN(S(=O)(=O)c2ccc(Cl)cc2)CC1,0%,-2.4%,-11%,5%,4%,-0.1%,0%,-0.3%,i,2.5
Clc1ccc(SCCN2CCNCC2)cc1,-14%,0.3%,-44%,-37%,11%,0.3%,8%,0.0%,i,0.1
